Pol iota inh: DNA polymerase iota (human) inhibition. Q9UNA4. Pol iota fluorescent replication assay, 10 min. Potency, µM (titrated, usually from 115 µM), without a hit: at the highest dose activity, negative = inhibition, usual class: inhibitors. actives 1% (n = 390,000). AID 588590
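Pol iota at 10 nM preincubated 15 min with compounds at room temperature; reaction started with fluorescent substrate, 50 nM final. Fluorescence read kinetically at 0 and 10 min; buffer-only wells as negative control.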
ERG Ets-DNA blk: inhibitors of human ERG Ets domain-DNA interaction; P11308; fluorescence polarization, His-ERG Ets domain / labelled DNA; Potency, µM (doses to about 76.9 µM), inactives show at the highest dose FP activity, negative = inhibition, usual class: inhibitors; actives 0.028% (n = 370,000); AID 624246; active = well fitted inhibition curve with a large enough effect in the polarisation, with a control signal flat; inconclusive = small, poorly fitted or top-dose-only effect, or effect the other way, or a change in a side signal; inactive = no such curve, though single readings can be large or run the other way; the % refers to the polarisation;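 also: polarization taken with two DNA probes labelled with fluorescein and Texas red; % of control where 0% means no effect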
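His-tagged ERG Ets domain (1 uM in the protein solution; 300mM KCl, 50mM Tris-HCl, 1mM EDTA, 1mM DTT, pH 7.5) received compound, then a probe mix of 5 nM fluorescein-DNA and 100nM Texas-615-DNA. Fluorescence polarization was read for both dyes.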
POLK inh: DNA polymerase kappa (human) inhibition; Q9UBT6; purified Pol kappa, fluorescent DNA synthesis assay, 10 min; Potency, µM (titrated, usually from 107 µM), inactives show top-dose activity, negative = inhibition, usual class: inhibitors; actives 0.53% (n = 400,000); AID 588579; also: % is scaled to controls: 0 for no effect and ±100 for the full control effect
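First, compounds were pin-transferred onto 10 nM Pol kappa. After 15 min at room temperature, substrate was added to 50 nM final. Fluorescence was then measured kinetically at 0 and 10 min.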
12-LOX inh: ALOX12 (human) lipoxygenase inhibition. P18054. purified 12hLO, xylenol orange hydroperoxide absorbance. Potency, µM (titrated, usually from 108 µM), for inactives: top-dose activity change, negative = inhibition, actives largely listed as inhibitors. actives 1.1% (n = 580,000). AID 1671190; also: % is scaled to controls: 0 for no effect and ±100 for the full control effect
Target sequence (P18054 whole entry, looked up): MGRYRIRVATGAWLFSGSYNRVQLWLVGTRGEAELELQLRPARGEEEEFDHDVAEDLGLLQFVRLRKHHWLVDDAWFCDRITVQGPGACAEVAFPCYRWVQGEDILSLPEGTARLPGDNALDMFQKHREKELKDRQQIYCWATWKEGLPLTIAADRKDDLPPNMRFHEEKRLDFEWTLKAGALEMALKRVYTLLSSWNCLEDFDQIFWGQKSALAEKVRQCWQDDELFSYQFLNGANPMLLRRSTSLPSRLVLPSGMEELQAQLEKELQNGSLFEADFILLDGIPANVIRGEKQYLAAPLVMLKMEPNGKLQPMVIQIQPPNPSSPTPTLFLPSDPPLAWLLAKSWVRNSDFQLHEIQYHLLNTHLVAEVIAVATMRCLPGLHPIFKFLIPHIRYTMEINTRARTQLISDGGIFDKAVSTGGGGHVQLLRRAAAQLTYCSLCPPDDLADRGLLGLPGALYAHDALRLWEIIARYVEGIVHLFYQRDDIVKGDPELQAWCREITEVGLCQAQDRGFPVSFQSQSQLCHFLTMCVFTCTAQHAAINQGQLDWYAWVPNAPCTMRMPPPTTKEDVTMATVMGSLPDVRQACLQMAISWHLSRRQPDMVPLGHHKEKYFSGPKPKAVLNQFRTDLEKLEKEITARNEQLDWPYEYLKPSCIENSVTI
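Hydroperoxide product was detected by ferrous iron/xylenol orange as the 573 to 405 nm absorbance ratio. Arachidonic acid at 40 uM (final) was turned over for 30 min at room temperature by 150 nM human 12hLO, pH 7.0 Hepes buffer, after 15 min compound preincubation.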
* hit, by the source's call; u = inconclusive; x = no result given; & = joins results of further samples; [ ] = remark or other dose. Unless noted, calls follow the shape of the dose curve; as a rule, active = well fitted inhibition curve with a large enough effect; inconclusive = small, poorly fitted or top-dose-only effect, or another doubt; inactive = no such curve, though single readings can be large or run the other way. Potency is read from the fitted curve at half-maximal effect.

SMILES	Pol iota inh	ERG Ets-DNA blk	POLK inh	12-LOX inh
COc1cc(C2c3cc4c(cc3OC(Nc3ccc(C(=O)O)cc3)C2C)OCO4)cc(OC)c1OC (stereo not drawn)	58%[activator]	x	-2%	u
COC(=O)C1C=CC(OC2OC(COC(C)=O)C(OC(C)=O)C(OC(C)=O)C2OC(C)=O)n2c(=O)n(-c3ccccc3)c(=O)n21 (stereo not drawn)	2%	x	-17%	u
CC(/C=C/c1ccc2c(c1)OCO2)=N/NC(=O)CNc1ccc(C)cc1	-8%	x	-6%	11%
COC(=O)c1ccccc1CC1Cc2cc3c(cc2C1=O)CCC3 (stereo not drawn)	-8%	x	-28%	-1%
O=[N+]([O-])c1ccc(-c2cc3ccccc3[nH]2)cc1	29%	x	7%	u
CN(C(=O)Nc1cccc([N+](=O)[O-])c1)c1ccccc1	26%	x	-10%	u
Nc1ccc2cc3[nH]c4cc(N)ccc4c3nc2c1	8.9µM*	x	16µM*	u
CN(C)CC1CCC/C(=C\c2ccc(OC(=O)/C=C/c3ccc(Cl)c(Cl)c3)cc2)C1=O (stereo not drawn)	9%	x	-13%	-23%
COc1cc(C=c2c3ccccc3n3c2cc(-c2ccccc2)[n+]3C)cc(OC)c1OC	u	x	-6%	u
O=C(O)C(Cc1ccc(O)c([N+](=O)[O-])c1)N1C(=O)c2ccccc2C1=O (stereo not drawn)	4%	x	-10%	-18%
CN(N=O)c1ccc(C=C2C=Cc3ccccc32)cc1	26%	x	-8%	-15%
Cc1cc(C)c2c(ccc3ccccc32)n1	17%	x	-3%	-11%
O=C(O)c1ccc(-c2noc(-c3cccc(C(F)(F)F)c3)n2)cc1	u	x	3%	23%
OCCNc1nc(Nc2ccccc2C(F)(F)F)nc(N2CCCC2)n1	-3%	x	2%	1%
Cn1c(=O)c2c(nc(CCC3CCCC3)n2C)n(C)c1=O	0%	x	-1%	21%
Cn1c(O)c(N=NC(=O)Cc2c[nH]c3ccccc23)c2ccccc21	18%	x	-32%	6%
CC1CCCN(C(=O)c2ccc(S(=O)(=O)N3CCC(c4nc5ccccc5s4)CC3)cc2)C1 (stereo not drawn)	18%	x	-6%	-8%
COc1ccc(C(=O)Nc2ccc(C)c(S(=O)(=O)N3CCOCC3)c2)cc1S(=O)(=O)N1CCCC1	2%	x	-25%	12%
COc1cc(C2c3cc4c(cc3OC(NNC(N)=S)C2C)OCO4)cc(OC)c1OC (stereo not drawn)	6%	x	-10%	u
Cn1ncc2c(=O)[nH]nnc21	19%	x	2%	-15%

Exported with two lines to a compound: part of the list above.
Results follow in this order: Pol iota inh	ERG Ets-DNA blk	POLK inh	12-LOX inh
CN(C(=O)Nc1cccc([N+](=O)[O-])c1)c1ccccc1
 : 26%	x	-10%	u
Nc1ccc2cc3[nH]c4cc(N)ccc4c3nc2c1
 : 8.9µM*	x	16µM*	u
CN(C)CC1CCC/C(=C\c2ccc(OC(=O)/C=C/c3ccc(Cl)c(Cl)c3)cc2)C1=O (stereo not drawn)
 : 9%	x	-13%	-23%
COc1cc(C=c2c3ccccc3n3c2cc(-c2ccccc2)[n+]3C)cc(OC)c1OC
 : u	x	-6%	u
O=C(O)C(Cc1ccc(O)c([N+](=O)[O-])c1)N1C(=O)c2ccccc2C1=O (stereo not drawn)
 : 4%	x	-10%	-18%
CN(N=O)c1ccc(C=C2C=Cc3ccccc32)cc1
 : 26%	x	-8%	-15%
Cc1cc(C)c2c(ccc3ccccc32)n1
 : 17%	x	-3%	-11%
O=C(O)c1ccc(-c2noc(-c3cccc(C(F)(F)F)c3)n2)cc1
 : u	x	3%	23%
OCCNc1nc(Nc2ccccc2C(F)(F)F)nc(N2CCCC2)n1
 : -3%	x	2%	1%
Cn1c(=O)c2c(nc(CCC3CCCC3)n2C)n(C)c1=O
 : 0%	x	-1%	21%
Cn1c(O)c(N=NC(=O)Cc2c[nH]c3ccccc23)c2ccccc21
 : 18%	x	-32%	6%
CC1CCCN(C(=O)c2ccc(S(=O)(=O)N3CCC(c4nc5ccccc5s4)CC3)cc2)C1 (stereo not drawn)
 : 18%	x	-6%	-8%
COc1ccc(C(=O)Nc2ccc(C)c(S(=O)(=O)N3CCOCC3)c2)cc1S(=O)(=O)N1CCCC1
 : 2%	x	-25%	12%
COc1cc(C2c3cc4c(cc3OC(NNC(N)=S)C2C)OCO4)cc(OC)c1OC (stereo not drawn)
 : 6%	x	-10%	u
Cn1ncc2c(=O)[nH]nnc21
 : 19%	x	2%	-15%

Other records
SMILES	Pol iota inh	ERG Ets-DNA blk	POLK inh	12-LOX inh
COC(=O)c1ccc(NCc2cc(O)ccc2O)cc1O	46%[activator]	x	-4%	5µM*
C=C(CN(C)C)C(=O)c1ccc2c(c1)OCO2	u	x	1%	-25%
O=C1O/C(=C\c2ccc(O)cc2)C(O)=C1c1ccc(O)cc1	-25%	x	-44%	u
COC(=O)c1cc(C)c(C)cc1NC1OC(CO)C(O)C1O (stereo not drawn)	5%	x	-18%	u
COc1ccc(Nc2nc(N3CCCC3)nc(N3CCOCC3)n2)cc1	0%	x	-4%	-10%
N#CC1(C(N)=O)OC12CCS(=O)(=O)c1ccccc12 (stereo not drawn)	4%	x	2%	-14%
NC(=O)c1nccc2ccccc12	8%	x	-16%	-22%
CC1C(c2ccc3c(c2)OCO3)c2cc3c(cc2OC1N1CCOCC1)OCO3 (stereo not drawn)	3%	x	-14%	-3%
CCc1nc(N2CCN(S(=O)(=O)c3ccc(Br)cc3)CC2)c2c(C)c(C)sc2n1	13%	x	-5%	22%
O=C1Cc2c(-c3ccccc3)cc(-c3cccc(Cl)c3)nc2-c2ccccc2N1	3%	x	-18%	-9%
COc1ccc(Cl)cc1NC(=O)c1cccc([N+](=O)[O-])c1O	4%	x	-14%	u
Fc1ccc(CCNc2ncnc3nc[nH]c23)cc1	-1%&-19%	x	2%&-13%	15%
CC(Nc1ccc([N+](=O)[O-])cc1[N+](=O)[O-])c1ccccc1 (stereo not drawn)	0%	x	-6%	3%
COc1cccc(-c2nc(SC)nc3sc(C(=O)NC(C)(C)C)c(N)c23)c1	-1%	x	-9%	-18%
NC(N)=N/N=C(\N=Nc1ccccc1)c1ccc(Cl)cc1	9%	x	-2%	u
CC(=NNC(=S)N1CCCCC1)c1cccc(C)n1	23%	x	-11%	-24%
C=C1CC(Cn2cc(Br)c(=O)[nH]c2=O)(c2ccc(-c3ccccc3)cc2)OC1=O (stereo not drawn)	u	x	-14%	u
COc1ccc(S(=O)(=O)N2CCOCC2)cc1NC(=O)C1CCN(S(=O)(=O)c2ccc(Cl)cc2)CC1	15%	x	-4%	-4%
O=C(NNc1ccccc1)NC(Cc1ccccc1)C(=O)O (stereo not drawn)	18%	x	-14%	-14%
O=C(Nc1cccc2ccccc12)N(c1ccccc1)c1ccccc1	7%	x	-11%	2%
CCn1c(CNC(=O)c2ccccc2)nc2ccccc21	6%	x	-6%	12%
COc1ccc(S(=O)(=O)N2CCCCC2)cc1NC(=O)c1cccc(S(=O)(=O)N2CCOCC2)c1	12%	x	-5%	-4%
CCCCN(Cc1ccccc1)S(=O)(=O)c1cc2c(cc1Br)CC(C)N2C(C)=O (stereo not drawn)	2%	x	-7%	-16%
O=C1OC=NC1=Cc1ccccc1	-1%	x	-3%	u
CCOc1ccc(S(=O)(=O)Nc2cccc(Cl)c2)cc1	-7%	x	-13%	u
Cc1nc(N)c2c(Cc3cccc4ccccc34)nn(C(C)(C)C)c2n1	10%	x	1%	-11%
COCCN(C(=O)COC(=O)CCOc1cc(C)ccc1C)c1c(N)n(Cc2ccccc2)c(=O)[nH]c1=O	6%	x	-15%	3%
O=C(N/N=C/C=C/c1ccccc1)C(O)c1ccccc1 (stereo not drawn)	0%	x	-6%	-9%
COC(=O)CNC(=O)c1ccccc1[N+](=O)[O-]	-18%	x	-11%[60.1 µM]	8%
C=C1CC2(CC(c3ccccc3)OC(c3ccccc3)C2)OC1=O (stereo not drawn)	5%	x	-25%	9%
COc1ccc(NC(C)=O)cc1S(=O)(=O)NC(Cc1ccccc1)C(=O)NC(C)c1ccccn1 (stereo not drawn)	19%	x	-2%	478%[activator]
N#Cc1c(C#N)c(SSc2c(C#N)c(C#N)c(N)n2-c2ccccc2)n(-c2ccccc2)c1N	14%	x	-12%	0.35µM*
C(=C\c1ccccn1)/c1ccccc1	30%	x	-15%	u
CN(C)c1ccc(C=c2c3ccccc3n3c2cc(-c2ccc(Cl)cc2)[n+]3C)cc1	u	x	-11%	45µM*
Cc1ccc2nc(SCC(=O)N3CCCc4ccccc43)nc(=O)n2c1	23%	x	1%	-2%
Cc1c(-c2ccccc2Br)nc2ccccc2c1C(=O)O	10%	x	-5%	1%
CCN(CC)S(=O)(=O)c1cccc(C(=O)NC(C(=O)NNC(=O)c2ccccc2F)C(C)C)c1 (stereo not drawn)	-1%	x	-2%	4%
Nc1[nH]c(=O)nc2c1ncn2C1OC(CO)C(O)C1O (stereo not drawn)	48%[activator]	x	8%	-1%
c1ccc(Nc2nc(N3CCCC3)nc(N3CCOCC3)n2)cc1	-24%	x	0%	-12%
COc1ccc(C2C3=C(COC3=O)Oc3cc4c(cc32)OCO4)cc1OC (stereo not drawn)	5%&2%	x	-16%&3%	12%
CC(C)c1cn(C2OC(COC(=O)c3ccccc3)C(OC(=O)c3ccccc3)C2OC(=O)c2ccccc2)c(=O)[nH]c1=O (stereo not drawn)	9%	x	-13%	0%
COc1ccc(C=NNC(=O)CCCC(=O)NN=Cc2ccc(OC)c(OC)c2)cc1OC	19%	x	-3%	-15%
COc1cc2c(cc1OC)C(C(N)=O)NCC2 (stereo not drawn)	18%	x	-1%	u
Cc1nc(Nc2ccc(Br)cc2Br)c([N+](=O)[O-])c(=O)[nH]1	3%	x	1%	-17%
Nc1ccc2c(c1)C(=NO)c1ccccc1-2	9%	x	-15%	-14%
CCOC(=O)N1CCC(NS(=O)(=O)c2cc3c(cc2Br)CCN3C(=O)CC)CC1	10%	x	-2%	-22%
CC(C)=CCC/C(C)=C/CC/C(C)=C/CCC1(C)CCc2cc(O)ccc2O1 (stereo not drawn)	-4%	x	-5%	7%
O=C1/C(=C\c2ccccc2)CN(C(=O)CCN2CCCCC2)C/C1=C/c1ccccc1	u	x	-6%	-17%
CC1(C)C=Cc2c(ccc(C(=O)/C=C/c3ccccc3)c2O)O1	-5%	x	-9%	2%
COc1nc(-c2ccc3c(c2)OCO3)n(-c2ccc(NC(=O)CSc3ccccc3)cc2)n1	u	x	-20%	-13%

Further structures follow.
SMILES	Pol iota inh	ERG Ets-DNA blk	POLK inh	12-LOX inh
CC(C)(C)N(Cc1ccc2c(c1)OCO2)C(=O)/C=C\S(=O)c1ccccc1 (stereo not drawn)	-9%	x	-5%	-19%
Cc1ccc(S(=O)(=O)CCC(=O)OCC(=O)Nc2cc(S(=O)(=O)N3CCOCC3)ccc2Cl)cc1	31%[activator]	x	-2%	-3%
COc1ccc(CNC(=O)c2cc(S(=O)(=O)N3CCCCC3)ccc2N2CCOCC2)cc1OC	-6%	x	-1%	-11%
O=S(=O)(O)c1cc(O)c(N=Nc2ccc(O)cc2O)c2ccccc12	x	44%[activator]	20µM*	8.9µM*
Cc1cc(C([O-])=C(C(=S)Nc2ccccc2)[n+]2ccccc2)c(C)n1-c1ccccc1	x	-3%	-28%	u

High-throughput results (PubChem)

The list is partial; count on the stated rates, not on these rows.
